Screening data deposited in PubChem BioAssay by Broad Institute.
miR122 inh: miR-122 Renilla sensor signal increase in Huh7, primary screen, miR-122 inhibitor project, cell-based, single point, plate reader; Huh7 miR-122 Renilla luciferase sensor, 48 h; neutral wells = 0, positive control = 100; 340,000 tested, 0.3% active; activation (reporter increase), % at 12.5 µM;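 active = mean replicate activation score at least 90 and every replicate individually at or above 90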;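 note: higher luciferase means less miR-122 activity so hits act as miR-122 inhibitors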
C2C12 statin: suppressors of statin myotoxicity in C2C12 myotubes, primary screen, cell-based, single point, plate reader; C2C12 myotubes + simvastatin, ATP luminescence, 48 h; scaled: DMSO 0, geranylgeraniol control 100; rescue of ATP level, % at 7.49 µM; 330,000 tested, 0.78% active; AID 602340, 2012;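 active = mean ATP rescue above about 67%, or every replicate alone reaching that limit, limit read from the data, passing the limit was not always enough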;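 note: myotubes were challenged with 10 µM simvastatin during compound exposure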
FN deposition inh: inhibitors of fibronectin matrix deposition, primary screen, AH1F cells, Alexa488-fibronectin fluorescence, plate reader; AH1F fibroblasts, overnight; inhibition, % at 12.6 µM; 350,000 tested, 0.086% active;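 active = mean inhibition across replicates of 30% or more, regardless of how many single replicates reach that level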;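 note: positive control wells lacked labelled fibronectin entirely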
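material = AH1F fibroblast monolayer depositing Alexa488-labelled fibronectin into matrix | amount = 10000 AH1F cells/well | buffer or medium = DMEM plus 2% serum, read in PBS | incubation = 1 h cell adhesion before compound, then overnight fibronectin incubation | detection = fluorescence at 485 nm excitation, 525 nm emission | evaluation = percent inhibition as loss of matrix-bound fibronectin fluorescence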
PGC1a acetyl inh: inhibitors of PGC1a acetylation signal, primary screen, cell-based, U2OS, AlphaScreen, inhibitor mode | inhibition, % at 15.6 µM | AlphaScreen anti-acetyl-lysine; with virally co-expressed GCN5 acetyltransferase | 350,000 tested, 0.17% active;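 active = every replicate shows inhibition of at least 40%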;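 note: 0% = neutral control wells and 100% = positive control wells; some results beyond the cut were filed as inactive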
Cneo AK release: Cryptococcus neoformans cell lysis inducers, primary screen, AK release luminescence, single concentration; C. neoformans lysis, adenylate kinase release luminescence, 4 h; normalised: neutral wells 0, clomiphene wells 100; lysis activity, % at 15 µM; 360,000 tested, 0.2% active;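 active = mean lysis activity across replicates of at least 80%, whatever share of replicates individually reach that level; inactive = mean lysis activity below 80%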
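Schedule: static 4 h at 37 °C with compound, 1 h detection; system: C. neoformans cells; benchmarks: Clomiphene as positive control; buffer or medium: fresh YPD medium; measure: luminescence rise reflecting yeast cell lysis; measured by: luminescent adenylate kinase detection reagent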
PglD inh: C. jejuni PglD acetyltransferase inhibitors, primary screen, biochemical, DTNB colorimetric, single point; UDP-N-acetylbacillosamine N-acetyltransferase PglD (Campylobacter jejuni); purified PglD enzyme, DTNB colorimetric CoA detection; 360,000 tested, 0.098% active; inhibition, % at 12.5 µM; AID 602405, 2012; in the data active = inhibition above about 16%, passing the limit was not always enough; note: strong numbers were not always called active
INS-1E GSIS act: GLuc luminescence reporter in INS-1E cells, primary screen for activators of glucose-dependent secretion of insulin | INS-1E GLuc reporter insulin secretion, 2-3 h | activation, % at 16.6 µM | 370,000 tested, 0.61% active | AID 743287, 2014;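 active = lowest replicate activation of at least 40%, so every replicate reaches that level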;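 note: 0% = median of neutral control wells and 100% = median of IBMX positive control wells; some compounds called inactive have numbers as strong as hits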
CFTR F508del cor: F508del CFTR correction, initial screen, CFBE line, single point | CFBE cells, YFP halide quenching; stimulated with forskolin plus potentiator P3; % fluorescence drop versus neutral controls | 350,000 tested, 0.36% active | activity (quench increase), % at 7.58 µM;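 active = mean added fluorescence quench of at least 8% versus neutral control, with both replicates also reaching 8%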;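 note: cells transiently co-express mutant CFTR-F508del with the halide-sensitive YFP; corrector assay measuring rescue of mutant channel to the surface after 24 h compound exposure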
An asterisk follows results filed as active; x = not tested or not shown; [ ] = another dose, or the depositor's remark.

SMILES	miR122 inh	C2C12 statin	FN deposition inh	PGC1a acetyl inh	Cneo AK release	PglD inh	INS-1E GSIS act	CFTR F508del cor
Cc1ccc(OCCCn2c(=O)oc3ccccc32)cc1	-7	0	0	-2	-2	-2	-2	0.3
O=C(NCc1ccccc1)C1Nc2ccc(OC(F)(F)F)cc2C2C=CCC12 (stereo unspecified)	-1	21	-7	6	0	9	-5	1.3
CC(C)(C)OC(=O)N1CCCC1C(=O)O (stereo unspecified)	-13	34	6	x	1	0	x	x
Cc1occc1C(=O)NNC(=O)c1ccccc1[N+](=O)[O-]	-5	x	8	2	0	-1	0	1.2
COCCCNC(=O)CN1C(=O)/C(=C/c2ccccc2C)Sc2ccccc21	-3	10	3	x	0	1	14	-2.0
O=C1C2CCCCN2C(=O)N1CCCN1CCN(c2cccc(C(F)(F)F)c2)CC1 (stereo unspecified)	-10	-1	0	x	0	-25	-8	-1.3
CCOC(=O)C(C)c1nn(C)c(=O)c2ccccc12 (stereo unspecified)	5	11	x	48	2	-1	x	x
C[C@H](NC(=O)c1[nH]cnc1C(=O)Nc1ccccc1)c1ccccc1	6	-2	-12	x	-2	5	-14	-6.8
O=C(Nc1ccc(Cl)cc1C(=O)N1CCCCC1)c1ccco1	1	-7	-8	x	-2	-4	4	-2.6
Cc1noc(C)c1NC(=O)Nc1ccc2c(c1)C(=O)N([C@H](C)CO)C[C@@H](C)[C@@H](CN(C)C(=O)Nc1cccc3ccccc13)O2	-4[16.7 µM]	58	7	8	-2	-2	0	0.3
S=C(NCc1cccs1)NCC1CCCO1 (stereo unspecified)	x	x	1	-28	x	x	3	0.6
C[C@@H]1CN([C@H](C)CO)C(=O)Cc2cc(NC(=O)C3CCCCC3)ccc2O[C@H]1CN(C)Cc1ccccc1	5[16.7 µM]	36	x	-4	1	-1	-7	0.8
CC1(C)Cc2c(cnn2-c2cccc(F)c2)C(NC(=O)c2cc[n+]([O-])cc2)C1 (stereo unspecified)	x	-6	3	x	0	4	11	3.2
CCOC(=O)Cc1nnc2c(Nc3ccc(C)cc3)nc3nonc3n12	6	x	x	-2	-13	1	x	x
Cc1ccc(S(=O)(=O)Cc2cc(F)c([N+](=O)[O-])cc2[N+](=O)[O-])cc1	-21	6	x	x	0	-1	x	x
C[C@@H]1CN([C@H](C)CO)S(=O)(=O)c2ccc(-c3ccncc3)cc2O[C@H]1CN(C)C	-1[16.7 µM]	-8	-11	-7	-4	-1	3	-1.9
CCCOc1ccc(C2C(C(=O)c3ccc(C)o3)=C(O)C(=O)N2Cc2ccco2)cc1 (stereo unspecified)	8	6	0	x	-1	-3	-9	3.0
CCC/C=C/c1ccc(CN2C(CC(C)C)C(=O)N(Cc3cn(CC4CCCCC4)nn3)CCS2(=O)=O)cc1 (stereo unspecified)	-8	-1	14	-16	-2	-1	-8	-3.0
O=c1[nH]c(/C=C\c2ccc(O)c(Cl)c2)nc(O)c1[N+](=O)[O-]	0	10	-3	7	-3	0	1	1.3
COc1cccc(/C=N/NC(=O)C(=O)N2CCCC2)c1OC	-3	-1	x	9	-1	0	x	x

Three entries from above in another layout.
SMILES | miR122 inh | C2C12 statin | FN deposition inh | PGC1a acetyl inh | Cneo AK release | PglD inh | INS-1E GSIS act | CFTR F508del cor
CCCOc1ccc(C2C(C(=O)c3ccc(C)o3)=C(O)C(=O)N2Cc2ccco2)cc1 (stereo unspecified) | 8 | 6 | 0 | x | -1 | -3 | -9 | 3.0
CCC/C=C/c1ccc(CN2C(CC(C)C)C(=O)N(Cc3cn(CC4CCCCC4)nn3)CCS2(=O)=O)cc1 (stereo unspecified) | -8 | -1 | 14 | -16 | -2 | -1 | -8 | -3.0
O=c1[nH]c(/C=C\c2ccc(O)c(Cl)c2)nc(O)c1[N+](=O)[O-] | 0 | 10 | -3 | 7 | -3 | 0 | 1 | 1.3

Continued:
SMILES	miR122 inh	C2C12 statin	FN deposition inh	PGC1a acetyl inh	Cneo AK release	PglD inh	INS-1E GSIS act	CFTR F508del cor
CCCCCOc1ccc(N2C(=O)C3C4C=CC(C3C2=O)N(C)C4=O)cc1 (stereo unspecified)	-9	x	-2	x	-7	-5	x	x
CN(c1ccccc1)S(=O)(=O)c1cccc(NC(=O)CSc2nccc(=O)[nH]2)c1	-2	4	-4	x	0	-5	x	0.6
C[C@H](CO)N1C[C@H](C)[C@H](CN(C)C(=O)c2cccc(F)c2)Oc2cc(C#CC3CC3)ccc2S1(=O)=O	2[16.7 µM]	17	x	4	-2	-1	-16	-1.2
COc1ccc(S(=O)(=O)Nc2ccc3c(c2)C(=O)N([C@@H](C)CO)C[C@H](C)[C@@H](CN(C)C(=O)NC2CCCCC2)OCCCC[C@H](C)O3)cc1	-4[16.7 µM]	x	-4	1	-1	0	-44	1.6
CN1C(=O)c2cc(NC(=O)c3ccc4c(c3)OCO4)ccc2OC[C@H]2O[C@@H](CC(=O)O)CC[C@H]21	-17[16.7 µM]	-5	4	5	41	-1	7	1.7
COc1ccc(-c2nc(SC(CC(=O)NCCN3CCOCC3)c3cccs3)n[nH]2)cc1 (stereo unspecified)	-2	-2	-2	1	1	4	9	-0.9
O=C(Nc1nncs1)c1cccc(S(=O)(=O)N2CCCC2)c1	8	4	7	7	0	1	-5	x
c1ccc(-c2cc3nc(NCC4CC4)nc(NCC4CCCCC4)c3s2)cc1	-24	-35	4	21	9	-1	x	-0.5
CCN(CC)C(=O)[C@H]1CC(CC(=O)NCCCN(C)C)C(=O)N2CCc3c([nH]c4ccccc34)[C@]12C (stereo partly specified)	-3	-9	5	-1	6	-3	x	1.1
Cc1ccc(S(=O)(=O)NCC[C@@H]2CC[C@H](NC(=O)CCN3CCCCC3)[C@H](CO)O2)cc1	x	12	3	9	-4	1	11	-0.4
Cc1noc(C)c1S(=O)(=O)Nc1ccc2c(c1)C(=O)N([C@@H](C)CO)C[C@H](C)[C@@H](CN(C)C(=O)NC(C)C)OCCCC[C@@H](C)O2	x	x	5	1	x	x	0	-0.1
N#Cc1ccccc1S(=O)(=O)N1CCN(C(=O)[C@H](Cc2ccccc2)NC(=O)c2ccco2)CC1	x	3	2	x	-1	-2	-11	-1.8
Cc1nc2ccccn2c1C(=O)N/N=C/c1cc(C)n(-c2ccc(Br)cc2)c1C	-2	3	7	7	-1	-5	x	x
O=C(C[C@H]1CC[C@H](NC(=O)Nc2cccc(F)c2)[C@H](CO)O1)NCC1CC1	-16[16.7 µM]	-5	6	-3	18	2	21	2.6
COc1ccc(COCC23N=C4SCc5ccccc5CN4[C@H](c4ccccc4O2)[C@H]3CO)cc1	x	x	x	-11	2	1	x	3.7
C[C@H]1CN([C@@H](C)CO)C(=O)c2cc(NC(=O)c3ccncc3)ccc2O[C@H]1CN(C)S(=O)(=O)c1cn(C)cn1	-3[16.7 µM]	-10	5	-3	-1	-2	12	0.5
CCn1c2c(c3cc(C(=O)O)ccc31)CCCC2=O	0	4	5	-2	0	2	x	x
CO[C@H]1CN(C)C(=O)c2ccc(NC(=O)c3ccc(F)cc3)cc2OC[C@@H](C)N(C)C[C@@H]1C	x	3	0	0	-4	-1	-4	1.6
COC(=O)c1ccccc1NC(=O)NCc1c(C)nn(C)c1C	13	3	-1	-18	-1	8	6	-2.3
O=c1[nH]c(/C(Cl)=C/c2c(F)cccc2Cl)nc2cc(Cl)ccc12	26	x	0	x	-1	-4	0	1.7
CN(c1ccccc1)S(=O)(=O)c1cccc(NC(=O)COc2ccccc2)c1	-5	1	-4	-13	-1	4	x	-2.7
COCCn1c(SCC(=O)N2CCC(C)CC2)nc2c([nH]c3ccccc32)c1=O	-3	4	-7	5	-3	0	-2	2.2
CCC(=O)Nc1c(-c2ccc(Cl)cc2)c(=O)c2ccccc2n1C	0	2	-4	x	-3	-1	6	x
CCCNC(=O)[C@H]1[C@H](CO)[C@H]2Cn3c(ccc(-c4ccccc4)c3=O)[C@@H]1N2C(=O)CC1CC1	4[16.7 µM]	-2	x	x	3	1	23	2.5
COc1ccc(NC(=O)CN2CCN(CC(=O)Nc3ccccc3Cl)CC2)cc1Cl	-12	-2	x	-10	-8	-10	x	x
CCCC(=O)N1CC2(CN(C(=O)C3CC3)C2)c2c(n(C)c3cc(OC)ccc23)[C@@H]1CO	x	x	-9	2	x	x	8	3.9
O=C(CN1CCOCC1)N1CCCCN2[C@H](CO)[C@H](c3ccc(/C=C/c4ccccc4)cc3)[C@H]2C1	20[16.7 µM]	-6	x	2	32	4	5	2.0
NC(=O)C[N+]1(CC#CC(O)(c2ccccc2)c2ccccc2)CCCC1	-3	1	0	-8	x	x	3	1.5
Fc1ccccc1N1CCN(CCCNc2ccc3nncn3n2)CC1	-3	12	-6	-4	5	6	-3	5.5
C[C@H]1CN([C@@H](C)CO)C(=O)c2cccc(NS(=O)(=O)c3ccc(Cl)cc3)c2O[C@@H]1CN(C)S(=O)(=O)c1cccs1	-7[16.7 µM]	x	x	-6	-3	2	-12	-1.8
S=c1[nH]c2nc(Cl)c(Cl)nc2[nH]1	x	-11	-3	0	1	-2	-6	1.3
C[C@H](N)C(=O)N1CCC(C(=O)N[C@@H](Cc2ccccc2)C(=O)Nc2ccc(F)cc2)CC1	-5	11	x	-8	5	0	x	-1.0
CN1[C@H](CO)[C@@H]2c3ccccc3N(C(=O)c3ccc(F)cc3)C[C@@H]21	-29[16.7 µM]	12	x	-2	-2	0	1	-3.9
CC(C)NC(=O)N(C)C[C@@H]1Oc2ccc(NC(=O)CCN3CCOCC3)cc2CC(=O)N([C@H](C)CO)C[C@H]1C	-2[16.7 µM]	-1	9	-1	0	-3	13	-1.5
O=C(O)CSc1nnc(-c2ccc3c(c2)OCO3)n1-c1ccccc1	-6	0	4	-2	x	x	32	-0.2
CNC[C@H]1Oc2ccc(NC(=O)Cn3cnnn3)cc2C(=O)N([C@@H](C)CO)C[C@H]1C	2[16.7 µM]	29	2	2	-6	-2	4	0.4
OCC[C@@H]1C[C@H](O)[C@@H](O)[C@]2(OCc3cc(Cl)ccc32)O1	-4	-7	x	6	2	0	4	1.6
O=C(Nc1cccc(C(F)(F)F)c1)c1csc([C@@H]2C[C@H](O)[C@@H](CO)O2)n1	-5	2	x	x	1	3	0	-2.9
OCCc1c[nH]c2cc(F)ccc12	x	12	16	x	-4	1	-4	-0.5
O=C(Cn1cc2c(n1)CCCCC2)Nc1ccc(F)cc1F	-5	-8	-1	x	7	-1	-15	-3.0
CCOc1cc(-c2ccc(N)c(OCC)c2)ccc1N	7	0	x	-7	-1	0	-4	x
CCOc1ccc(NC(=O)CCc2c(C)noc2C)cc1OC	-5	-2	-1	9	0	-2	5	-0.3
Cc1c(C(=O)NCCN(C)C)oc2ccc(S(=O)(=O)N3CCCC3)cc12	-5	13	0	24	0	-4	2	2.0
CCOC(=O)NNC(=O)NCCCCCCNC(=O)NNC(=O)OCC	-7	x	-2	4	3	0	-13	1.8
